Source: PubChem BioAssay
hIAP activ: human IAP activators, primary screen, biochemical, luminescence, uHTS; Intestinal-type alkaline phosphatase (Homo sapiens), P09923; purified human IAP, CDP-Star luminescence, 30 min; stronger effect = higher value; 1 = vehicle-only enzyme, 0 = enzyme-free background; activation factor at 10 µM; actives 0.16% (n = 330,000);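 active = activation factor of the enzyme at least 2-fold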; note: the source names both 10 and 20 µM as test concentration; values of inactives mirror those of a sister screen read the other way
PfG6PD inh: PfG6PD enzyme inhibitors, primary screen, biochemical, fluorescence intensity, uHTS; actives 0.78% (n = 350,000); glucose-6-phosphate dehydrogenase-6-phosphogluconolactonase (Plasmodium falciparum 3D7); PfGluPho enzyme, NADPH resazurin-diaphorase fluorescence; inhibition, % at 20 µM;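 active = inhibition reaching at least a set limit at 20 µM in the primary screen, cut at about 59% in these data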;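 note: 0% = DMSO wells with substrate and 100% = DMSO wells lacking glucose-6-phosphate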
ATG4B inhibitor: ATG4B protease inhibitors, primary screen, biochemical, fluorescence, uHTS; ATG4B cleavage of LC3-PLA2, NBD-HPC fluorescence, 1 h; inhibition, % at 8.33 µM; actives 0.51% (n = 340,000); AID 504462, 2011; in the data active = inhibition above about 40%
Target sequence (Q9Y4P1 whole entry, looked up): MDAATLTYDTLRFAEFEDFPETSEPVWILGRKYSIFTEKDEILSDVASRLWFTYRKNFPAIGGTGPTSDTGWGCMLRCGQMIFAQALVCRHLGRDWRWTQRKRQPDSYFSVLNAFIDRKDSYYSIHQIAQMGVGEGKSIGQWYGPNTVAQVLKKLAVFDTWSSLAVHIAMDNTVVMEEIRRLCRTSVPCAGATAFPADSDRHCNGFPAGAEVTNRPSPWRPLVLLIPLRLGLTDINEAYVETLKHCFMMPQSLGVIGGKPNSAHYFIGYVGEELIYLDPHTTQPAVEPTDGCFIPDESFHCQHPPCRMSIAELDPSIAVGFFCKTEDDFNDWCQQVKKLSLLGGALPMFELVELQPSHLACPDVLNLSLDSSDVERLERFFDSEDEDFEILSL
MPTP block: mitochondrial permeability transition pore inhibitors, primary screen, biochemical, isolated mouse mitochondria, absorbance. Ca2+ swelling absorbance, 30 min. inhibition, % at 10 µM. actives 1.4% (n = 360,000). AID 602449, 2012;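 active = inhibition of 50% or more, scaled per plate between neutral and stimulator controls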;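 note: 0% = DMSO wells given calcium and 100% = 1 mM EGTA wells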
SENP1 FRET inh: human SENP1 catalytic domain inhibitors, primary screen, biochemical, FRET, uHTS; Sentrin-specific protease 1 (Homo sapiens), Q9P0U3; recombinant SENP1 catalytic domain, CyPet-SUMO1-YPet FRET cleavage; inhibition, % at 10 µM; actives 0.21% (n = 360,000); AID 624204, 2012;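 active = inhibition at least 30% at 10 µM, raw YFP signal under a set limit, fluorescence ratio 0.5 to 1.5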;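 note: 0% = enzyme with DMSO and 100% = no enzyme wells; some results filed as inactive read as strong as hits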
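Compound: 10 µM single point, 0.5% DMSO; Test system: hSENP1 catalytic domain, recombinant; Timing: 50 min reaction at room temperature; Technique: FRET, CFP and YFP emission; Control set: no-enzyme wells low, DMSO-plus-enzyme wells high control.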
GRIN3A LBD mod: binders of NR3A ligand-binding domain, primary screen, biophysical, differential scanning fluorimetry, uHTS; Glutamate receptor ionotropic, NMDA 3A (GRIN3A) ligand-binding domain; NR3A LBD differential scanning fluorimetry, Tm shift; 0% = protein alone, 100% = glycine-bound protein; Tm shift relative to glycine control, % at 25 µM; actives 2.5% (n = 340,000);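 active = melting temperature shift of at least 10% of the positive control shift, at one fixed dose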
SENP8 inh: human SENP8 protease inhibitors, primary screen, biochemical, fluorescence, Nedd8 protein substrate, uHTS. Sentrin-specific protease 8 (Homo sapiens), Q96LD8. recombinant SENP8. inhibition, % at 20 µM. actives 0.64% (n = 360,000); in the data active = inhibition mostly above about 40%, no sharp cut-off; inactive = mostly below about 27%
Target sequence (Q96LD8 whole entry, looked up): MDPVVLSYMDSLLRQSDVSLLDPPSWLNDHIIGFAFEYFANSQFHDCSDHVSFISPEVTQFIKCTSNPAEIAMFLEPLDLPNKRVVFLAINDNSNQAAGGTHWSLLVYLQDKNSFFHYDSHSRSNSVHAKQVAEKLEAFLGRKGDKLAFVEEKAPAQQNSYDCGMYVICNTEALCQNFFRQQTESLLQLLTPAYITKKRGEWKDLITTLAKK
SENP6 inh: SENP6 protease inhibitors, primary screen, biochemical, luminescence, uHTS. Sentrin-specific protease 6 (Homo sapiens), Q9GZR1. Recombinant SENP6 catalytic domain, aminoluciferin luminescence. inhibition, % at 10 µM. actives 1.8% (n = 330,000). AID 2599, 2010;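 active = inhibition above about 50% at the single tested dose, limit read from the data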;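 note: plate controls were DMSO wells with enzyme for no effect and DMSO wells lacking enzyme for full effect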
Target sequence (Q9GZR1 628-1112 limits assumed): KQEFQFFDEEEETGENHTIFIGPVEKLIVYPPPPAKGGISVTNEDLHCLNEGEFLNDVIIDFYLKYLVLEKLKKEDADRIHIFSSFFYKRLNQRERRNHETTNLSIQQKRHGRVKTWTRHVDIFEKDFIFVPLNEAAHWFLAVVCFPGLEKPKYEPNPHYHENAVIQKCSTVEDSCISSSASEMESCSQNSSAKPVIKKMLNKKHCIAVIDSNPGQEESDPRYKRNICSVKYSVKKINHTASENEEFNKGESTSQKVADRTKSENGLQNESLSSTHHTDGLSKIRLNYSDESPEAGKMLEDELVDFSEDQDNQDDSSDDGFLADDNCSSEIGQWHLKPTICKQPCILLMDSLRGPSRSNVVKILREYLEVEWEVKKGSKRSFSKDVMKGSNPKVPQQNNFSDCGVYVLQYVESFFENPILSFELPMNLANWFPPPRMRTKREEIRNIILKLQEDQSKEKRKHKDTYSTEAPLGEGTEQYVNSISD
* hit, by the source's call; · = not tested or not shown.

SMILES | hIAP activ | PfG6PD inh | ATG4B inhibitor | MPTP block | SENP1 FRET inh | GRIN3A LBD mod | SENP8 inh | SENP6 inh
C=CCN(CC=C)CC(=O)Nc1cccc(Oc2cnccn2)c1 | 0.87 | -2 | 3 | 0.1 | 3 | 0 | 16 | -6
CC(C)NC(=S)NC(=O)c1ccc(-c2ccccc2)cc1 | 0.87 | 46 | 0 | 3.4 | 1 | -1 | 10 | 2
Cc1ccc(S(=O)(=O)N2CCN(Cc3ccco3)CC2)c(C)c1 | 1.2 | 7 | -2 | 0.2 | 0 | 0 | 13 | -3
CCc1ccc(C(=O)OCC(=O)NCCNC(=O)COC(=O)c2ccc(CC)cc2)cc1 | 1 | -9 | 1 | -0.8 | 1 | -2 | 6 | -22
CC(O)CC(=O)NOCc1ccccc1 (configuration not stated) | · | 2 | -5 | 0.4 | 1 | -3 | 14 | ·
CCC(=O)Nc1c2c(nc3c1CCC3)CCCC2 | 1 | 3 | -14 | -0.3 | 4 | 1 | 20 | -4
CCn1c(=N)n(CC(=O)C23CC4CC(CC(C4)C2)C3)c2ccccc21 | 1.1 | -13 | 7 | 1.8 | 0 | 2 | 31 | 1
CCn1c(NC(=O)c2ccc(COc3ccc(C)cc3[N+](=O)[O-])o2)nc2ccccc21 | 1 | -23 | 16 | -1.5 | -2 | -8 | -13 | 1
Cc1ccc(OCCOCCN(C)C)c(Cl)c1 | 0.91 | -14 | 3 | 1.2 | 1 | -2 | -3 | 2
N#CC1(C#N)CC(C=O)=C(N)C1(C#N)CC(=O)c1ccc(F)cc1 (configuration not stated) | 0.91 | 15 | -5 | 1.2 | -23 | -6 | -171 | 5
COc1ccc(OC)c(CN2CCN(C(=O)CNC(=O)c3ccc(C(C)(C)C)cc3)CC2)c1 | 1.1 | 0 | -8 | -1.0 | 1 | 0 | -4 | -7
Nc1ccc(S(=O)(=O)NCc2ccccn2)cc1 | 0.99 | 11 | -3 | 1.3 | -1 | 0 | 7 | 5

Individual results from above.
CC(O)CC(=O)NOCc1ccccc1 (configuration not stated) | SENP1 FRET inh = 1
COc1ccc(OC)c(CN2CCN(C(=O)CNC(=O)c3ccc(C(C)(C)C)cc3)CC2)c1 | GRIN3A LBD mod = 0

The list continues.
SMILES | hIAP activ | PfG6PD inh | ATG4B inhibitor | MPTP block | SENP1 FRET inh | GRIN3A LBD mod | SENP8 inh | SENP6 inh
CC(Sc1nc2cc([N+](=O)[O-])ccc2n1-c1cccc(C(F)(F)F)c1)C(=O)NC(N)=O (configuration not stated) | 1.1 | 9 | -2 | -8.1 | 2 | 1 | 18 | -16
COc1ccc2[nH]c(=O)c(CN(Cc3ccccc3)Cc3nnnn3CC3CCCO3)cc2c1 (configuration not stated) | 0.95 | -8 | -9 | -0.1 | -22 | 0 | -226 | -12
Cc1cc(C)c2c(N)c(C(=O)NN3CC(=O)N(c4cccc(Cl)c4)CC3=O)sc2n1 | 1 | 12 | 1 | 0.6 | -46 | 1 | -416 | 3
COc1ccc(N(CC(=O)NCc2ccccn2)S(=O)(=O)c2ccccc2[N+](=O)[O-])c(OC)c1 | 1 | 22 | -13 | -1.0 | -1 | -1 | 13 | 2
Cc1cnc([N+](=O)[O-])n1CCOC(=O)NC(=O)c1c(F)cccc1F | 0.96 | 12 | -10 | 0.0 | 1 | 0 | 26 | -14
CN1CCN(C(=O)C2CCCN(S(=O)(=O)c3ccc(Cl)cc3)C2)CC1 (configuration not stated) | 0.96 | 2 | -12 | -0.9 | 0 | 2 | 11 | -7
COC(=O)COc1ccc(-c2ccccc2)cc1C=O | 0.86 | -10 | 30 | 1.1 | 2 | 0 | -51 | -1
COc1ccc(-c2cc(CCC(=O)N3CCN(c4cc(C)ccc4C)CC3)[nH]n2)cc1 | · | 7 | -11 | 1.6 | 1 | -12 | 15 | ·
COc1cc(OC)cc(C(=O)NCc2cc(C)nc3ccccc23)c1 | 1.2 | 0 | 4 | 4.7 | 0 | 1 | 10 | -21
O=C(Nc1nnc(S(=O)(=O)N2CCCCCC2)s1)c1ccccc1Br | 0.89 | 3 | -4 | 1.2 | -7 | -5 | -4 | -6
O=C(Nc1nc2c(F)cccc2s1)c1ccco1 | 1.1 | -7 | 12 | 0.1 | 2 | 0 | -43 | 81*
Cc1cc(C)n2[nH]c(=O)c(N=Nc3ccccc3)c2n1 | 1 | -21 | 3 | -1.3 | 2 | 2 | 29 | -26

Single records, from the list above. Screens in order: hIAP activ | PfG6PD inh | ATG4B inhibitor | MPTP block | SENP1 FRET inh | GRIN3A LBD mod | SENP8 inh | SENP6 inh
`CC(C)NC(=S)NC(=O)c1ccc(-c2ccccc2)cc1` as listed: 0.87 | 46 | 0 | 3.4 | 1 | -1 | 10 | 2
`COc1ccc(N(CC(=O)NCc2ccccn2)S(=O)(=O)c2ccccc2[N+](=O)[O-])c(OC)c1` as listed: 1 | 22 | -13 | -1.0 | -1 | -1 | 13 | 2
`Nc1ccc(S(=O)(=O)NCc2ccccn2)cc1` as listed: 0.99 | 11 | -3 | 1.3 | -1 | 0 | 7 | 5
`COC(=O)COc1ccc(-c2ccccc2)cc1C=O` as listed: 0.86 | -10 | 30 | 1.1 | 2 | 0 | -51 | -1

Going on with the list:
SMILES | hIAP activ | PfG6PD inh | ATG4B inhibitor | MPTP block | SENP1 FRET inh | GRIN3A LBD mod | SENP8 inh | SENP6 inh
COc1ccc(CNC(=O)COC(=O)/C=C/c2ccc(S(=O)(=O)N3CCOCC3)cc2)cc1 | 0.96 | -2 | 11 | -1.2 | 0 | 1 | 4 | 5
Cc1c(NC(=O)C(C)OC(=O)c2cc(-c3cccc4ccccc34)nc3ccccc23)c(=O)n(-c2ccccc2)n1C (configuration not stated) | 0.95 | 5 | -7 | -0.2 | 1 | -1 | -400 | -13
COc1ccc(NC(=O)N(C)C[C@H]2OCc3cn(nn3)CCCC(=O)N([C@@H](C)CO)C[C@@H]2C)cc1 | · | 21 | · | 1.3 | 1 | · | -1 | ·
COc1cccc(CNC(=O)CN2C(=O)NC(Cc3ccccc3)(c3ccccc3)C2=O)c1 (configuration not stated) | 1 | 6 | -28 | 0.6 | 1 | 0 | 8 | 0
CCN1CCN(Cc2ccc(OCc3ccccc3)cc2)CC1 | 0.97 | 2 | 35 | 0.4 | 0 | 7 | 22 | -22
CCNC(=S)Nc1cccc(NC(=O)c2ccccc2O)c1 | 0.99 | -3 | -3 | 11 | 2 | 11* | -405 | -7
CC(C)C(C(=O)NCC1CCCO1)N(C(=O)CNS(=O)(=O)c1ccccc1)c1ccc(F)cc1 (configuration not stated) | 1.3 | 6 | -10 | 1.7 | 0 | -2 | 10 | -11
CCc1nc2n[nH]c(N)c2c2c1CCCC2 | 1.1 | 9 | -4 | 0.4 | -2 | 0 | 6 | -9
Cc1cc2oc(=O)cc(CN3CCN(S(=O)(=O)c4cccs4)CC3)c2cc1C | 0.88 | 13 | 24 | 3.6 | 0 | -2 | 10 | -20
CCOC(=O)N1CCN(CC(O)c2ccc3cc[nH]c3c2)CC1 (configuration not stated) | 0.93 | -5 | -4 | 0.9 | -4 | -2 | -71 | 27
C#CCOC(=O)Nc1cc(C)n(-c2ccccc2)n1 | 1.1 | -25 | 3 | -0.3 | -1 | -1 | 6 | -16
COc1cc(/C=C2\CC/C(=C\c3cc(OC)c(O)c(OC)c3)C2=O)cc(OC)c1O | 0.79 | 63* | 21 | 14 | -24 | -17 | 4 | 24
Cc1cccc(CSc2nnc3c(n2)[nH]c2ccccc23)c1 | 1.3 | 6 | -2 | 6.5 | 1 | 3 | 1 | -17
Cc1ccc(CNC(=O)C2CCN(S(=O)(=O)c3ccc4nc5c(c(C(=O)O)c4c3)CC(C)CC5)CC2)cc1 (configuration not stated) | 1.1 | -8 | 4 | -1.0 | -10 | -1 | -9 | -11
C[C@@H]1CN([C@H](C)CO)C(=O)CCCn2cc(nn2)CO[C@H]1CN(C)C(=O)C1CC1 | · | -11 | · | 0.1 | 2 | · | 16 | ·
CN1CCC(=NNC(=O)CN(c2ccc([N+](=O)[O-])cc2)S(=O)(=O)c2ccccc2)CC1 | 1.1 | -7 | 5 | 0.4 | -2 | -3 | 8 | -24
Oc1ccccc1N=Cc1c(O)ccc2oc3c(c12)CCCC3 | 1.2 | 4 | -4 | 20 | 23 | -1 | 4 | 20
COc1ccc(NC2CCCN(C(=O)c3cccnc3SC)C2)cc1OC (configuration not stated) | 1 | 26 | -6 | -0.7 | -2 | 0 | 22 | -8
CC(C)(C)C(=O)NC(=S)N1CCc2ccccc21 | 1.1 | 11 | -7 | 0.3 | -8 | 3 | 4 | -8
CCOc1ccc(C2CC(c3ccc(F)cc3)n3ncnc3N2)cc1 (configuration not stated) | 1 | -8 | 4 | -2.2 | -9 | -1 | -450 | -7
CC(C)=C(NC(=O)c1ccccc1)C(N)=O | 1.1 | -3 | 1 | -1.5 | 1 | 0 | 14 | -1
Cc1ccc(NC(=O)C2CCN(S(=O)(=O)c3c(C)nn(C)c3C)CC2)c(Cl)c1 | 1.1 | -7 | -5 | -2.5 | 1 | -5 | 10 | 17
CCN(CCNC(=O)C1CCCN(S(=O)(=O)CC)C1)c1ccccc1 (configuration not stated) | 1 | 4 | -7 | -1.6 | -4 | 0 | 17 | -12
O=C(c1cc2ncc(Br)cn2n1)N1CCCCC1 | 0.9 | -20 | 11 | -0.8 | 0 | 0 | 12 | -3
O=C(c1ccccc1O)N1N=C(c2ccccc2)CC1(O)C(F)(F)F (configuration not stated) | 1.2 | -2 | 4 | 33 | 3 | -5 | -8 | -11
Cc1cc(C)n(C(N)=NC(=O)c2ccccc2)n1 | · | 18 | · | -1.0 | 0 | · | 25 | ·
Cc1cc(=O)[nH]c(SCC(=O)NCC2CCCCC2)c1C#N | 1.1 | -19 | -2 | -3.6 | -1 | 2 | -2 | -14
CCSc1nnc(N2C(=O)C(O)=C(C(=O)c3ccco3)C2c2cccc(OC)c2)s1 (configuration not stated) | 1 | 42 | -7 | -2.0 | 29 | -1 | -53 | -3
COc1cccc(-c2noc(-c3cccnc3)n2)c1 | 0.9 | 11 | -2 | 0.3 | 1 | 1 | 6 | 81*
CC1=C/C(=C(/c2cc(C)c(O)c(Br)c2)c2ccccc2S(=O)(=O)O)C=C(Br)C1=O | 0.79 | 23 | 9 | 32 | -3 | 0 | 21 | 26
Cc1ccc(NC(=O)C(CC(C)C)NC(N)=O)cc1Cl (configuration not stated) | 1 | 9 | -8 | 6.9 | 3 | -1 | 6 | -2
CCc1cccc2c(C=C(C#N)C#N)cn(CC(=O)N3CCCCC3)c12 | 1.1 | -15 | 3 | 1.9 | -27 | 1 | -165 | -2
O=P(C(=S)Nc1ccccc1Cl)(c1ccccc1)c1ccccc1 | · | -3 | · | -0.4 | 2 | · | 13 | ·
N#CCN1CCC/C1=C\[N+](=O)[O-] | 0.93 | -1 | -6 | 1.0 | -1 | · | 4 | -61
O=C(CCCc1ccccc1)Nc1ccnn1C1CCN(Cc2ccccn2)CC1 | 1.2 | 1 | 3 | -1.9 | -25 | 2 | -26 | 1
CCCc1cc(=O)n2[nH]c(Cc3ccccc3)nc2n1 | 1 | -1 | -5 | -2.8 | 3 | 3 | 14 | -15
CCOC(=O)C1=NN(c2ccc(OC)cc2)C(c2ccccc2)CC1=O (configuration not stated) | 0.95 | -4 | -11 | 1.4 | 12 | -2 | 28 | -15

Hits appear at their usual frequency. Share with any hit: about 6.7%.
